POLI inh: DNA polymerase iota (human) inhibition. Q9UNA4. Pol iota fluorescent replication assay, 10 min. Potency, µM (top dose mostly 115 µM), for the others: at the top dose activity, negative = inhibition, most hits filed as inhibitors. actives 1% (n = 390,000); further: potency means the concentration at half of the fitted maximal effect
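Pol iota at 10 nM preincubated 15 min with compounds at room temperature; reaction started with fluorescent substrate, 50 nM final. Fluorescence read kinetically at 0 and 10 min; buffer-only wells as negative control.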
POLK inh: blocks human DNA polymerase kappa activity; Q9UBT6; purified Pol kappa, fluorescent DNA synthesis assay, 10 min; Potency, µM (highest dose often 107 µM), without a hit: at the highest dose activity, negative = inhibition, most hits filed as inhibitors; actives 0.53% (n = 400,000); further: potency means the concentration at half of the fitted maximal effect; on the % scale 0 is the no-effect control and ±100 the full control effect
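Enzyme at 10 nM met test compounds for 15 min at room temperature. Substrate addition (50 nM final) began the reaction, which was monitored by fluorescence at 0 and 10 min.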
BLM helicase inh: blocks DNA unwinding by human BLM helicase; recombinant BLM DNA unwinding, fluorescence dequenching; Potency, µM (highest dose often 56.1 µM), for the others: top-dose activity change, negative = inhibition, usual class: inhibitors; actives 0.2% (n = 350,000); P54132;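 further: potency means the concentration at half of the fitted maximal effect; plate controls were vehicle for no effect and no enzyme for full effect; nearly all actives have a fitted effect of over 35% in size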
Target sequence (P54132 whole entry, looked up): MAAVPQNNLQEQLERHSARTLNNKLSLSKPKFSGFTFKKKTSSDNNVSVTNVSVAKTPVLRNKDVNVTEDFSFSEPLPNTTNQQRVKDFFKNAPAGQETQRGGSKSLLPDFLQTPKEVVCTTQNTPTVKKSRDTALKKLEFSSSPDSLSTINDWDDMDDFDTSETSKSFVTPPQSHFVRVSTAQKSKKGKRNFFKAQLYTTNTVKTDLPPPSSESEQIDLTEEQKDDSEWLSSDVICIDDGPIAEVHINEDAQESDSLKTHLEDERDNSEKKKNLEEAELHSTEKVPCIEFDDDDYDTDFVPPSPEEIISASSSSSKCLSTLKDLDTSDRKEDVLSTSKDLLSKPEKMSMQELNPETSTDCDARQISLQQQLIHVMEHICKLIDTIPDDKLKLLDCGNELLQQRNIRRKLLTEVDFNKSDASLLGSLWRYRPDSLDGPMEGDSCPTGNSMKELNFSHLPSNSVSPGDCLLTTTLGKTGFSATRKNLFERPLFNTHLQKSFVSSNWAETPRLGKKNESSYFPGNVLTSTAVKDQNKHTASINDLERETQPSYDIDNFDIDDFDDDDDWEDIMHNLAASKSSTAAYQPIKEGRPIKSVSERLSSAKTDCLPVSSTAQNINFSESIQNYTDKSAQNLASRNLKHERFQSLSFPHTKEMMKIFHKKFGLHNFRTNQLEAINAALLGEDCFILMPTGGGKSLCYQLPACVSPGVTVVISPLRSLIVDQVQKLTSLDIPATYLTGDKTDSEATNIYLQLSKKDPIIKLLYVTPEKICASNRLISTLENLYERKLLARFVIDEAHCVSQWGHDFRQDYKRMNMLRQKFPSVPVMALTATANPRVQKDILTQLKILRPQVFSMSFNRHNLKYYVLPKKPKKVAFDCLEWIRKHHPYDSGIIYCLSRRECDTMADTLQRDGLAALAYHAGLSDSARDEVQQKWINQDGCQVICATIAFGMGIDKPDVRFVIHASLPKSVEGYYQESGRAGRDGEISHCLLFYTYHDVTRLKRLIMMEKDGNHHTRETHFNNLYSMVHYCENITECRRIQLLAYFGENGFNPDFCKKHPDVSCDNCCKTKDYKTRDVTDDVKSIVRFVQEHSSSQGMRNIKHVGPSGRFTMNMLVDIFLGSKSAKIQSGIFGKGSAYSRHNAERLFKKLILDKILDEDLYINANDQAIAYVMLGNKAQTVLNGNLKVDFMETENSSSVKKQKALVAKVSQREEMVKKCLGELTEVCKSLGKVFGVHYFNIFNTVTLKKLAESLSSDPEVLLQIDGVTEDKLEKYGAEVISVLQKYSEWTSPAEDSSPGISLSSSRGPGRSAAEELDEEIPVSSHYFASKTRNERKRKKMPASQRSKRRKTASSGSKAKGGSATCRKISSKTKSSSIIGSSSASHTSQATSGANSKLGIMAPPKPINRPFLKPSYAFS
ERG Ets-DNA blk: inhibitors of human ERG Ets domain-DNA interaction | Potency, µM (doses to about 76.9 µM), for the others: top-dose FP activity, negative = inhibition, actives largely listed as inhibitors | P11308 | fluorescence polarization, His-ERG Ets domain / labelled DNA | AID 624246 | actives 0.028% (n = 370,000); active means well fitted inhibition curve with a large enough effect in the polarisation, with a control signal flat; inconclusive means small, poorly fitted or top-dose-only effect, or effect the other way, or a change in a side signal; inactive means no such curve, though single readings can be large or run the other way; the % refers to the polarisation;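 further: polarization taken with two DNA probes labelled with fluorescein and Texas red; potency means the concentration at half of the fitted maximal effect; % of control where 0% means no effect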
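His-tagged ERG Ets domain (1 uM in the protein solution; 300mM KCl, 50mM Tris-HCl, 1mM EDTA, 1mM DTT, pH 7.5) received compound, then a probe mix of 5 nM fluorescein-DNA and 100nM Texas-615-DNA. Fluorescence polarization was read for both dyes.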
APE1 inh: blocks human APE1 abasic DNA cleavage; P27695; recombinant APE1, TAMRA/BHQ-2 abasic DNA cleavage fluorescence; Potency, µM (doses to about 65.8 µM), for inactives: at the highest dose activity change, negative = inhibition, actives largely listed as inhibitors; actives 0.35% (n = 350,000); AID 2517;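 further: potency means the concentration at half of the fitted maximal effect; plate controls were vehicle for no effect and reference inhibitor for full effect; nearly all actives have a fitted effect of over 55% in size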
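Substrate: short duplex with […] THF abasic site, 5'-TAMRA and 3'-BHQ-2, 50 nM final. APE1 at 0.75 nM, preincubated 15 min RT with compound. Fluorescence increase from first to third read measured activity.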
POLB inh: inhibitors of human DNA polymerase beta; actives 1.3% (n = 340,000); Potency, µM (series often up to 114 µM), for the others: at the highest dose activity change, negative = inhibition, hits mostly inhibitors; Pol beta primer extension/strand displacement, fluorescence kinetic; further: potency means the concentration at half of the fitted maximal effect; on the % scale 0 is the no-effect control and ±100 the full control effect
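Pol beta (10 nM) was preincubated with compound for 15 min at room temperature. The reaction was then started with 50 nM substrate and read immediately and after a further 10 min at room temperature.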
Anesthetic bind: candidate novel general anesthetic via apoferritin binding; P02791; apoferritin/1-aminoanthracene competitive binding, fluorescence; Potency, µM (titrated, usually from 77.5 µM), inactives show at the highest dose activity change, negative = displacement, most hits filed as inhibitors; actives 0.074% (n = 350,000); further: potency means the concentration at half of the fitted maximal effect; on the % scale 0 is the no-effect control and ±100 the full control effect; nearly all actives have a fitted effect of over 20% in size
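Horse-spleen apoferritin (10 uM) was mixed with 50% saturated 1-aminoanthracene in PBS, exposed to compounds for 10 min at room temperature, and read for fluorescence (ex 380 nm, em 535 nm). Competitive displacement was fitted with a four-parameter Hill equation.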
12-LOX inh: ALOX12 (human) lipoxygenase inhibition. purified 12hLO, xylenol orange hydroperoxide absorbance. Potency, µM (titrated, usually from 108 µM), without a hit: top-dose activity change, negative = inhibition, hits mostly inhibitors. actives 1.1% (n = 580,000); further: potency means the concentration at half of the fitted maximal effect; on the % scale 0 is the no-effect control and ±100 the full control effect
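Hydroperoxide product was detected by ferrous iron/xylenol orange as the 573 to 405 nm absorbance ratio. Arachidonic acid at 40 uM (final) was turned over for 30 min at room temperature by 150 nM human 12hLO, pH 7.0 Hepes buffer, after 15 min compound preincubation.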
TRHR agonist: activates the human TRH receptor. P34981. TRHR cells, calcium flux fluo-8, FDSS agonist mode. activation, % at 2 µM. actives 0.18% (n = 360,000); in the data active means activation above about 30%; further: 0% is about no effect
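Fluo-8-loaded TRHR cells; 10 s baseline, compound added, kinetic Ca2+ fluorescence read 1/s, agonist mode.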
Active calls of the source: *; ? = inconclusive; . = not tested or not shown; & = joins results of further samples; [ ] = dose if it differs, or a comment. Unless noted, the call rests on the fitted dose curve; in most records, active means well fitted curve in the direction sought with a large enough effect; inconclusive means small, poorly fitted or top-dose-only effect, or another doubt; inactive means no such curve, though single readings can be large; an effect the other way counts as inactive or inconclusive. An excerpt (hit frequency here may not be typical).

nr | BLM helicase inh | POLI inh | TRHR agonist | APE1 inh | 12-LOX inh | POLB inh | POLK inh | Anesthetic bind | ERG Ets-DNA blk | structure
1 | -7% | -11% | 8.4 | . | 3% | -15% | -12% | 71%[activator] | -11% | COc1ccc(C2C=C(c3ccc(Cl)c(Cl)c3)Nc3ncnn32)cc1 (stereo not drawn)
2 | -4% | 8% | 0.6 | 4% | -21% | -21% | -19% | -5% | 2% | CCOC(=O)c1c(C)[nH]c(C(=O)CSc2nnc(Nc3ccccc3F)s2)c1C
3 | -4% | 54%[activator] | 0.5 | 4% | 2%&0% | -11% | 2% | -19% | -8% | N/C(=N\c1nc2ccccc2o1)NC(=O)c1ccccc1
4 | 0% | 24% | -0.4 | 8% | -6% | -1% | -14% | -6% | 6% | O=C(Cn1cc(Cl)ccc1=O)c1ccc(Cl)cc1
5 | -1% | 18% | 0.1 | 2% | 41%[activator] | 1% | 16% | -4% | 0% | CNC(=O)CCCCC(=O)N/N=C/c1ccc(Cl)cc1Cl
6 | -11% | 27% | 0.7 | -8% | 6% | 34% | -3% | -12% | -11% | CCCn1c(=O)c(C(=O)Nc2cccc(C)n2)c(O)c2ccccc21
7 | 2% | 8% | 1.2 | 21% | -24% | 0% | -12% | -21% | -6% | O=C(CSc1nnc(-c2ccccc2)c(-c2ccccc2)n1)Nc1ncc(Cl)cc1Cl
8 | 4% | 12% | -0.7 | 5% | -1% | 37% | -3% | -4% | -4% | C=CCC1S/C(=N/N=C/c2cccs2)NC1=O (stereo not drawn)
9 | -6% | 84%[activator] | -0.8 | ? | -6% | 23% | 0% | ? | 3% | O=C(CC(=O)N/N=C\c1ccc(F)cc1)NCCc1ccccc1
10 | -10% | -35% | 0.1 | -3% | 2% | ? | -4% | -3% | . | Cc1nn(S(=O)(=O)c2ccccc2)c(C)c1Sc1ccc([N+](=O)[O-])cc1
11 | 3% | -10% | -1.0 | -4% | -1% | -18% | -22% | -6% | -3% | COc1ccc(/C=C/C(=O)Nc2ccc(S(=O)(=O)Nc3onc(C)c3C)cc2)cc1OC
12 | -9% | 45µM* | -0.3 | ? | -12% | 22µM* | ? | ? | 2% | O=C(N/N=C/c1ccco1)c1cccc(S(=O)(=O)Nc2ccccc2Cl)c1
13 | -1% | ? | -1.2 | . | -4% | -2% | -22% | 0% | -3% | O=C(COc1ccc(Cl)cc1)Nc1ccc(-c2nc3ccccc3s2)c(O)c1
14 | -3% | 48%[activator] | -1.5 | 0% | ? | 1% | -16% | -5% | -6% | CC1SC(c2ccc(F)cc2)N(CCc2ccccc2)C1=O (stereo not drawn)
15 | 0% | -4% | -0.6 | 3% | -11% | 2% | -9% | -21% | 0% | CCOC(=O)C1(Cc2ccccc2)CCN(Cc2cccc3nccnc23)CC1
16 | 1% | 150%[activator] | 0.2 | 10% | 36%[activator] | -2% | 2% | 3% | 9% | O=C(NCc1ccc(F)cc1)C1CCCN(C(=O)NCc2ccccc2)C1 (stereo not drawn)
17 | 1% | 16% | 0.2 | 3% | 26% | 12% | -11% | -4% | 2% | CNC(=O)CCCc1nc(-c2ccccc2Cl)no1
18 | 1% | 4% | 0.2 | -6% | 21% | -2% | -8% | 5% | -6% | CC(/C=C/c1cccc([N+](=O)[O-])c1)=N/NC(=O)c1cccnc1
19 | -1% | 1% | -0.6 | -1% | 19% | 1% | -15% | -15% | 1% | CC(OC(=O)c1oc2ccccc2c1COc1ccccc1)C(N)=O (stereo not drawn)
20 | -1% | 2% | -0.6 | 0% | 0% | 12% | 5% | -4% | 4% | CC(=O)OC(Cn1ccnc1)c1ccccc1 (stereo not drawn)
21 | -14% | 120%[activator] | -0.2 | 4% | 1% | 25% | -12% | -3% | 27% | COc1ccc(NC(=O)c2cc(S(=O)(=O)N(Cc3ccccc3)c3ccccc3)ccc2Cl)cn1
22 | 3% | -24% | 0.7 | 4% | -8% | 0% | -2% | -5% | 5% | CN1CCC(N(C)C(=O)Cc2ccccc2[N+](=O)[O-])CC1
23 | 16µM* | ? | 0.0 | 7.9µM* | -19% | 6.3µM* | 25µM* | -1% | . | Nc1ncnc2oc(-c3ccco3)c(-c3ccco3)c12
24 | 0% | -7% | 1.6 | . | -9% | 26% | 5% | -6% | -4% | O=C(Nc1ccccc1C(F)(F)F)N1Cc2ccccc2Oc2ncccc21
25 | -14% | -4% | -0.2 | 4% | -5% | 5% | -24% | -1% | -7% | COc1ccc(NC(=O)CSc2n[nH]c(N)n2)cc1OC
26 | -3% | 11% | 0.1 | 5% | 2% | 1% | 10% | -1% | -11% | Cc1ccc(S(=O)(=O)N(C)C)cc1NC(=S)NCCc1ccccn1
27 | 2% | -7% | 0.4 | 21% | 332%[activator] | 0% | 5% | -14% | 10% | CCOc1ccc(CCNC(=O)CCc2nnc3ccc(N4CCOCC4)nn23)cc1
28 | -16% | ? | 1.2 | -2% | -8% | 27% | -10% | -7% | 3% | CCOc1ccc(/C=C2/C(=O)N(c3ccc(OC)cc3)C(=S)N2CC(=O)OC)cc1OCC
29 | -1% | 69%[activator] | 0.4 | -3% | -19% | 0% | -11% | -6% | 0% | CSCC(C)N1CCC(CO)(CCCc2ccccc2)CC1 (stereo not drawn)
30 | -3% | 10% | -0.9 | . | -25% | 41% | -9% | -10% | 3% | COc1ccccc1NC(=O)Cn1c(=O)n(Cc2ccco2)c(=O)c2oc3ccccc3c21
31 | 0% | 0% | 0.1 | -4% | 0% | 25% | -7% | -12% | 0% | CCCc1nnc(SCC(=O)N2CCCCC2C)n1CC1CCCO1 (stereo not drawn)
32 | -1% | 63%[activator] | 0.7 | 2% | -5% | ? | -3% | 1% | 10% | O=C(COc1cc(Cl)ccc1Cl)Nc1ccc2c(c1)CCC2
33 | -2% | 24% | 2.6 | . | 2% | 38% | -6% | ? | -2% | Cc1ccc(NC(=O)CN2C(=O)C(c3ccc(C(C)(C)C)cc3)=NC2(C)C)cc1
34 | -1% | 53%[activator] | 11 | -3% | 19% | 23% | -3% | 74%[activator] | -1% | CN1CC=C2C(C#N)=C(N)C(C#N)(C#N)C(c3ccsc3)C2C1 (stereo not drawn)
35 | 0% | -4% | -0.6 | -4% | 18% | -1% | -1% | -4% | 6% | COc1ccc(NC(=O)Nc2ccccc2C)c(OC)c1
36 | -11% | . | . | -6% | -30% | . | ? | -11% | . | Cc1cnc(CNc2nc(-c3ccc4c(c3)OCO4)nc3ccccc23)cn1
37 | -11% | 21% | 0.1 | 23% | -6% | 31%[activator] | -1% | -7% | -5% | Cc1cc(NC(=O)CSc2ncnc3c2cnn3-c2cccc(Cl)c2)no1
38 | -1% | -19% | -0.6 | -9% | -13% | 7% | 4% | ? | 3% | O=C(c1ccc(-c2ccc([N+](=O)[O-])cc2Cl)o1)N1CCOCC1
39 | . | -4% | . | . | ? | . | 0% | . | -1% | CCC1(CC)Cc2ccccc2-c2[nH]c(=S)[nH]c(=O)c21
40 | -1% | 5% | 0.7 | 0% | 25% | -1% | -1% | 2% | . | CCn1nc(C)c(NC(=O)CSc2nnc(-c3ccco3)n2C)c1C
41 | 2% | 23% | 0.0 | -1% | -10% | 55% | -5% | 0% | 1% | Cc1cc(C)n2nc(C(=O)N/N=C/c3ccc(Cl)cc3)nc2n1
42 | 3% | -13% | 0.2 | 4% | 13% | 3% | -4% | 13% | . | CNC(=O)CSc1nnc(CCc2ccccc2)n1-c1ccccc1
43 | -4% | 10% | 0.0 | -3% | 8% | 14% | -9% | ? | 9% | Cc1ccccc1NC(=S)c1nc2ccccc2[nH]1
44 | 5% | -28% | -1.5 | 0% | 0% | 13% | -14% | -17% | 1% | COc1ccccc1N1CCN(CC(=O)Nc2ccc(C)c(F)c2)CC1
45 | . | -1% | -0.8 | -9% | ? | . | -13% | . | 0% | COc1ccc(NC(=O)CN(C)C(=O)c2cccc(Oc3ccccc3)c2)cc1
46 | . | -12% | 0.1 | 26% | -2% | . | -9% | . | 7% | COC(=O)c1sc(S(=O)(=O)Nc2c(C)nn(C)c2C)c(C(=O)OC)c1C
47 | 0% | 4% | 0.2 | -9% | -7% | 0% | -15% | ? | 4% | O=C(OCC(=O)N1CCCc2ccccc21)c1ccc(Br)o1
48 | -5% | 15% | 0.2 | -4% | -3% | -16% | -1% | 0% | 5% | CO/N=C(/C)CCS(=O)(=O)c1ccccc1

The final six compounds of the section above lead into the next:
nr | BLM helicase inh | POLI inh | TRHR agonist | APE1 inh | 12-LOX inh | POLB inh | POLK inh | Anesthetic bind | ERG Ets-DNA blk | structure
43 | -4% | 10% | 0.0 | -3% | 8% | 14% | -9% | ? | 9% | Cc1ccccc1NC(=S)c1nc2ccccc2[nH]1
44 | 5% | -28% | -1.5 | 0% | 0% | 13% | -14% | -17% | 1% | COc1ccccc1N1CCN(CC(=O)Nc2ccc(C)c(F)c2)CC1
45 | . | -1% | -0.8 | -9% | ? | . | -13% | . | 0% | COc1ccc(NC(=O)CN(C)C(=O)c2cccc(Oc3ccccc3)c2)cc1
46 | . | -12% | 0.1 | 26% | -2% | . | -9% | . | 7% | COC(=O)c1sc(S(=O)(=O)Nc2c(C)nn(C)c2C)c(C(=O)OC)c1C
47 | 0% | 4% | 0.2 | -9% | -7% | 0% | -15% | ? | 4% | O=C(OCC(=O)N1CCCc2ccccc21)c1ccc(Br)o1
48 | -5% | 15% | 0.2 | -4% | -3% | -16% | -1% | 0% | 5% | CO/N=C(/C)CCS(=O)(=O)c1ccccc1
49 | -1% | 3% | 0.2 | -1% | -17% | 31% | -5% | -6% | 3% | Cc1ccc(NCCC(=O)c2ccc(Cl)cc2)cc1
50 | -11% | -17% | . | -5% | . | . | -25% | 50%[activator] | . | C=C1CCN(Cc2ccc(OC)cc2)S(=O)(=O)c2ccccc21
51 | -5% | ? | -1.3 | . | ? | 13% | -9% | -6% | 3% | COc1cc2nc(SCc3cccc(Cl)c3)n3nc(CCn4nc(C)cc4C)nc3c2cc1OC
52 | -2% | -17% | 0.4 | -5% | -12% | -4% | 3% | -20% | -12% | CCCCCCCN1C=CC(=O)CC1

High-throughput results as filed in PubChem.
